LYPLA2 counter: LYPLA2 inhibitors, primary screen, counter-screen for PME1 inhibitor project, biochemical, fluorescence polarization, FP-Rh probe ABPP; recombinant LYPLA2; inhibition, % at 5.9 µM; hit rate 0.38% among 320,000; AID 2177, 2009;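 active = inhibition above the screen-wide mean plus 3 SD, limit set per campaign, cut at about 26% in these data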;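 note: 0% = LYPLA2 with DMSO and 100% = wells lacking LYPLA2 enzyme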
PP5 inh: PP5 phosphatase inhibitors, primary screen, biochemical, fluorescence | AID 1987, 2009 | purified PP5c, OMFP substrate fluorescence | inhibition, % at 6.7 µM | hit rate 0.18% among 320,000;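 active = inhibition above the campaign's mean inhibition across all tested compounds plus 3 SD, cut at about 9.5% in these data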;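 note: 0% = DMSO only and 100% = 100 µM cantharidin control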
Target sequence (P53041 whole entry, looked up): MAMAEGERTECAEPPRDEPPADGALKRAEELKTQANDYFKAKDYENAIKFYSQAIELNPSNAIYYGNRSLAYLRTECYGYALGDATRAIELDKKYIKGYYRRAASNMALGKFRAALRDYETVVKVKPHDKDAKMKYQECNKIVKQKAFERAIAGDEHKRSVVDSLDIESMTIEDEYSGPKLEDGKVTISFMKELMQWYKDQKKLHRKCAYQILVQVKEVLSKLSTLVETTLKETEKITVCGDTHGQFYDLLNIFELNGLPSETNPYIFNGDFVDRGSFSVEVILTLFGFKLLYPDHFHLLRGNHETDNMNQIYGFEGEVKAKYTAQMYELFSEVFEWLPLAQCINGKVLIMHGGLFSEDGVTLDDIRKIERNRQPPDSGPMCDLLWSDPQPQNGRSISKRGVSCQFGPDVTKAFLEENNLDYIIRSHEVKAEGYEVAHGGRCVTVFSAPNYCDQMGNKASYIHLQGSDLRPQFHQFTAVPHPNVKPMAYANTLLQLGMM
Efflux pump mplx: inhibitors of Candida efflux pumps in yeast, primary screen, S. cerevisiae, Nile Red, multiplex | inhibition, % at 10 µM | hit rate 0.44% among 330,000 | S. cerevisiae Candida pump triplex;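 active = plate passing quality check with inhibition over a set limit, or well fluorescence over plate mean plus 4 SD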;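 note: Nile Red retained in pooled yeast measured as flow cytometry median fluorescence; 0% = buffer negative control and 100% = Enniatin B positive control; higher means more Nile Red kept so more efflux inhibition; some compounds called inactive have numbers as strong as hits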
PP1 inh: PP1-alpha phosphatase inhibitors, primary screen, counter-screen for PP5 inhibitor project, biochemical, fluorescence, OMFP substrate, single point. purified PP1alpha. inhibition, % at 6.7 µM. hit rate 0.9% among 320,000. AID 2235, 2010;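 active = inhibition above the mean inhibition of all tested compounds plus 3 SD, computed separately for each screening campaign, cut at about 15% in these data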
HCV core dimer: inhibitors of HCV core protein dimerization, primary screen, biochemical, TR-FRET, high-throughput | TR-FRET GST/Flag-core106 dimerization, 1536-well | inhibition, % at 5 µM | hit rate 0.33% among 300,000 | AID 1899, 2009;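 active = inhibition above the mean of all tested compounds plus 3 SD, set per screening campaign, cut at about 45% in these data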
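Test system: GST/Flag-tagged HCV core106 proteins; Medium: KF-containing HEPES buffer, pH 7.45, DTT, CHAPS, BSA; Times: compound-protein-antibody incubation 4 h at 22.5 °C; Detection: TR-FRET 671 and 617 nm emission; Benchmarks: wells lacking GST-core106 and wells with excess unlabelled core106.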
TPT1 inhibitor: Candida albicans TPT1 enzyme inhibitors, primary screen, biochemical, fluorescence polarization; tRNA 2'-phosphotransferase TPT1 (Candida albicans SC5314); recombinant caTPT1, FP RNA substrate dephosphorylation; inhibition, % at 5 µM; hit rate 0.81% among 300,000; AID 1962, 2009;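 active = inhibition above the mean of all tested compounds plus 3 SD, set per screening campaign, cut at about 24% in these data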;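 note: plate controls were DMSO alone for no effect and ferristatin control at 100 nM for full effect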
PREPL inh: PREPL enzyme inhibitors, primary screen, biochemical, fluorescence polarization. inhibition, % at 5.96 µM. hit rate 0.68% among 320,000. recombinant PREPL, fluorescence polarization activity-based probe. Prolyl endopeptidase-like (Homo sapiens), Q4J6C6; in the data active = inhibition above about 43%;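 note: 0% = enzyme with DMSO and 100% = wells lacking enzyme; many of its hits are not listed in these tables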
GASC-1 inh: inhibitors of GASC-1 histone demethylase, primary screen, biochemical, fluorescence, DELFIA europium; hit rate 0.069% among 330,000; Lysine-specific demethylase 4C (Homo sapiens), Q9H3R0; inhibition, % at 2.35 µM; AID 2099, 2009; GST-JMJD2C(1-420) H3K9me3 demethylation;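 active = more than half of a compound's replicate wells show inhibition beyond 50%, single wells judged on their own value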;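 note: signal counts dimethyl H3K9 product captured on neutravidin plate; 0% = median of DMSO wells and 100% = 0.3 times that DMSO median; strong numbers were not always called active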
Target sequence (Q9H3R0 1-420 limits assumed): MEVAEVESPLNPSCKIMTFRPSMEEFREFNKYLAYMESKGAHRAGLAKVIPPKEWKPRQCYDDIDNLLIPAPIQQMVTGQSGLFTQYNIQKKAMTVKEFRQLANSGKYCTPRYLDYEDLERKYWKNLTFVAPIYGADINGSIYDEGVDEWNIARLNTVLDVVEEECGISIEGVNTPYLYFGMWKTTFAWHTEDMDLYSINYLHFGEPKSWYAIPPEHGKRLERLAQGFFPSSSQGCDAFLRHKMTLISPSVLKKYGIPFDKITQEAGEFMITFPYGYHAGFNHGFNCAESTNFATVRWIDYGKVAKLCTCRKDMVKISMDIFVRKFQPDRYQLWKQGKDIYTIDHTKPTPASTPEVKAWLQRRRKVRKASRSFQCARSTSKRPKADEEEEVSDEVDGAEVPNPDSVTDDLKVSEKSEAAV
Fh CTSL1 inh: Fasciola hepatica cathepsin L1 inhibitors, primary screen, counter-screen for PFM18AAP inhibitor project, biochemical, QFRET, fluorogenic peptide substrate; recombinant F. hepatica cathepsin L1, Z-Leu-Arg-MCA fluorescence; inhibition, % at 5.96 µM; hit rate 0.49% among 300,000; AID 1906, 2009;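 active = inhibition above the mean of all tested compounds plus 3 SD, set per screening campaign, cut at about 17% in these data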;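 note: 0% = plate median of test compound wells and 100% = 1 µM Z-Phe-Ala-diazomethylketone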
* marks the source's active call; other numbers are inactive results; / = not tested or not shown. A portion of the library. The share of hits here may be higher or lower than overall.

Sequence of screens: LYPLA2 counter, PP5 inh, Efflux pump mplx, PP1 inh, HCV core dimer, TPT1 inhibitor, PREPL inh, GASC-1 inh, Fh CTSL1 inh
- O=C(CN1CCN(C(c2ccccc2)c2ccccc2)CC1)N1CCOCC1
  -5, 5.1, -0.1, 4, -2, 1, 15, -4, -2
- O=C(c1ccc2c(c1)OCO2)C1CCCN(C(=O)c2cnn(Cc3ccccc3)c2)C1 (configuration not stated)
  -4, -0.8, 0.1, -2, 4, -1, 18, 3, -10
- CCOC(=O)C1CCN(C(=O)c2ccc3c(=O)n4c(nc3c2)CCCCC4)CC1
  3, -0.2, -0.1, -4, -5, -2, -5, 5, 0
- O=C(O)CS(=O)(=O)c1ccc(C(F)(F)F)cn1
  0, 2.0, -0.1, -3, 1, -2, -4, 7, -3
- CN(C)CCCNC(=O)c1ccccc1Oc1ccccc1
  2, 0.6, -0.1, 0, -4, -3, 8, 9, 0
- CCOC(=O)C1CCCN(C(=O)N2CCOCC2)C1 (configuration not stated)
  6, -1.9, 0.0, -2, -2, -2, 4, 12, 1
- Cc1cc(NC(=O)CCC2CCCC2)no1
  0, 3.8, 0.1, 0, 1, 4, -6, -6, 0
- Cc1cc(C(=O)CN2C(=O)c3ccccc3S2(=O)=O)c(C)n1C(C)C
  2, 0.2, -0.1, -2, /, /, -2, 2, /
- COc1ccc(OC)c(Nc2cc(-c3ccccc3)nc(N)n2)c1
  7, 3.9, 0.0, 1, -3, -2, 7, 4, 3
- CC(=O)c1cccc(NC(=O)CN(c2ccccc2F)S(C)(=O)=O)c1
  2, -1.1, -0.1, -2, -4, 0, 0, 31, 4
- CCOc1ccccc1OCC(=O)Nc1ccc(S(=O)(=O)N(C)C)cc1
  3, 0.4, 0.1, -2, 6, 4, 4, 82, 3
- Cc1ccc(NC(=O)c2sc(N)nc2-c2ccc([N+](=O)[O-])cc2)cc1C
  5, 1.8, 0.2, 4, -2, 2, -2, 3, 8
- O=C(NC1CCCCCCC1)C1CCN(S(=O)(=O)N2CCCC2)CC1
  -1, 2.0, 0.0, -8, -4, 1, 7, 3, -2
- O=C(CCN1C(=O)/C(=C\c2ccccc2)SC1=S)NNC(=O)c1ccccc1O
  -5, -4.1, -0.1, 8, 9, 3, -38, 10, 4
- COc1ccc(-c2nc(CS(=O)CC(=O)NC3CCCCCC3)c(C)o2)cc1 (configuration not stated)
  -4, -0.6, 0.0, 0, 9, 2, 8, -19, 0
- O=C1c2cccc3cccc(c23)C(=O)N1Nc1ccccc1
  3, 1.4, 0.3, 0, -1, 0, 3, -5, 4
- COc1ccc(N2CS(=O)(=O)/C(=C/N(C)C)C2=O)cc1
  0, 3.7, -0.1, 1, -3, -3, -11, 5, -6
- CCN(CC)c1ccc(N=Cc2ccc(N(CC)CC)cc2O)cc1
  -5, 2.8, 0.1, 3, -3, 63*, 21, 5, -1
- CCCNS(=O)(=O)c1ccc(CCC(=O)Nc2ccc3c(c2)OCO3)cc1
  4, 0.7, -0.1, 1, 6, 0, 1, -4, -2
- O=C(CCNC(=O)C1CCN(S(=O)(=O)c2ccc(F)cc2)CC1)NCCc1cccc(F)c1
  5, -1.2, 0.1, -1, 1, -2, 6, -1, -3
- Cc1cc(C(=O)O/N=C(\N)c2ccc(C(C)(C)C)cc2)no1
  1, 1.1, 0.3, -1, 2, 1, 7, -21, -1
- Cn1c(N/N=C/c2ccccc2)nc2sc3c(c2c1=O)CCC3
  7, 5.4, 0.1, 1, -9, 2, 31, 6, -2
- Cc1ccc(O)c(NC(=S)NC(=O)CC(C)C)c1
  -6, -2.1, -0.4, -3, 1, -2, -2, 1, 1
- CC(=O)c1cccc(CN2CCC(n3nccc3NC(=O)c3ccc4c(c3)OCO4)CC2)c1
  8, 2.4, 0.0, -2, 8, -6, 5, -3, -3
- O=C(CSc1ccccn1)N/N=C/c1ccccc1[N+](=O)[O-]
  -5, 1.1, 0.2, 0, -6, -1, 2, -7, -3
- C/C(Cc1nnn(-c2cc(C)on2)n1)=N\O
  -6, -1.4, -0.1, -4, 4, 2, -6, -3, -3
- CN(C)S(=O)(=O)c1cc(NC(=O)COC(=O)Cc2ccc(Cl)cc2Cl)ccc1Cl
  -15, 1.5, -0.3, 0, -1, 0, 2, -15, -9
- Cc1cc(C(=O)CCl)c(C)n1-c1cccc(S(=O)(=O)N2CCOCC2)c1
  0, 2.0, -0.1, 0, 18, -2, -2, -1, 7
- CCCC(=O)Nc1ccc(C(=O)NCc2ccccn2)cc1
  -3, 1.4, -0.1, 0, -4, -5, 3, 24, -4
- CCN1CCCc2cc(CN(CCN3CCOCC3)C(=S)Nc3ccc(OC)c(Cl)c3)ccc21
  -3, -2.6, 0.1, -5, 7, 0, 9, -5, -1
- O=C(Cc1ccc(NC2=NC3CS(=O)(=O)CC3S2)cc1)Nc1ccc(F)cc1 (configuration not stated)
  9, -1.4, -0.1, 1, 1, 0, 4, 42, 0
- Cc1ccc(S(=O)(=O)Nc2nc(C)c(C(=O)NN)s2)cc1
  4, -0.1, 0.0, 2, 3, 0, 8, -2, 1
- CN(CC(=O)Nc1ccccc1Cl)C(=O)COC(=O)Cc1c(F)cccc1Cl
  -11, 0.9, -0.2, -4, -4, 6, -2, -1, -4
- O=C(CCC(=O)c1ccccc1)NCCOc1ccccc1
  9, -0.5, 0.1, 0, -1, 3, -11, 8, 1
- CC(=O)Nc1ccc(SCC(=O)c2cc(C)n(C)c2C)cc1
  -1, 3.5, -0.2, -1, 3, -2, 25, -6, 3
- CCc1ccc(N2CCN(C(=O)N3CCOCC3)CC2)cc1
  1, 0.6, 0.2, -1, 1, -5, 12, -17, 0
- O=C(NNC(=O)c1cc2ccccc2oc1=O)c1ccccc1
  -4, 3.9, 0.2, -1, -5, -2, 6, -4, -1
- O=C(NN1C(=O)/C(=C/c2ccc(O)cc2)SC1=S)c1cccc(O)c1
  -69, -2.1, 0.1, -8, -22, 71*, -53, -7, 20*
- Cc1ccccc1N1CCN(Cc2nc(Cc3ccccc3)no2)CC1
  9, 2.3, -0.1, 1, -2, -4, -17, 6, 4
- COc1cccc(CNCCOCCO)c1OC
  1, 1.2, 0.1, -7, -5, 0, -6, 14, 0
- COc1ccc(C(=O)O/N=C(\N)Cc2ccc([N+](=O)[O-])cc2)c(OC)c1
  -1, 1.4, 0.3, -3, 5, 5, 11, 8, 3
- CC(C)n1nc(C(=O)NNC(=O)c2ccc(OC(F)F)cc2)c2ccccc2c1=O
  1, 1.2, -0.1, -2, /, /, -1, -7, /
- CC(=O)c1ccc(C(C)(C)c2ccc(C(C)=O)s2)s1
  4, 0.4, -0.1, -2, -3, -2, -6, -44, -1
- Cc1cc(CNC(=S)Nc2ccc(S(=O)(=O)Nc3ncccn3)cc2)nn1C
  -9, 0.4, 0.1, 1, -8, 2, 1, 13, 1
- O=C1/C(=C/c2ccc(F)cc2)SC(=S)N1NS(=O)(=O)c1ccccc1
  -2, 0.8, -0.2, 7, 3, -1, 12, -16, 5
- Cc1oc(-c2ccccc2F)nc1CS(=O)(=O)CC(=O)NCCN(C)C1CCCCC1
  6, 1.5, 0.0, 0, -1, 1, 37, 0, 2
- Cc1cc(CSc2ccccc2)ccc1NC(=O)COc1ccccc1
  -1, 1.3, 0.0, 1, -7, -3, -6, -4, 1
- COc1cc(-c2nc3c4ccccc4nc(=S)n3[nH]2)cc(OC)c1OC
  2, 2.1, 0.0, 1, -1, -1, 1, 2, 1
- CCc1ccccc1NC(=O)C1CCCN1S(=O)(=O)c1ccc(-c2ccc(=O)[nH]n2)s1 (configuration not stated)
  -12, 1.5, 0.2, 7, 27, -2, -2, -2, 2
- c1ccc2c(c1)oc1c(Nc3ccc4c(c3)OCO4)ncnc12
  7, 1.6, 0.0, 11, 20, -8, 6, -1, 0

New compounds follow:
Sequence of screens: LYPLA2 counter, PP5 inh, Efflux pump mplx, PP1 inh, HCV core dimer, TPT1 inhibitor, PREPL inh, GASC-1 inh, Fh CTSL1 inh
- O=C(NCCc1ccccc1)C1CCCN1S(=O)(=O)c1cccc2nsnc12 (configuration not stated)
  -3, 0.1, -0.1, -1, -7, -2, -3, -4, 1
- Cc1ccc(-n2c(SCC(=O)Nc3cccc(S(N)(=O)=O)c3)nc3ccccc32)cc1
  -21, 3.9, 0.0, 1, 7, 2, -16, 6, 0
- CC(C)(CNC(=O)Cc1ccc(Br)cc1)N1CCOCC1
  -2, -0.8, -0.1, -3, -2, 0, -4, 13, 1
- CC(C)=CC1C(C(=O)NCCOc2ccccc2)C1(C)C (configuration not stated)
  3, 1.2, 0.0, -5, -2, -3, -8, 5, 6
- CCOc1ccc(NC(=O)CSc2ncn[nH]2)cc1
  -17, 0.9, 0.2, -2, 18, 1, -5, 18, 1
- Cc1cc(CNC(=O)c2cc(COc3c(F)cccc3F)on2)nn1C
  -3, 0.3, 0.1, 7, 3, -2, -3, -2, -1
- O=C1CCC(=O)N1c1ccc(-c2nc3sc4c(c3c(=O)o2)CCC4)cc1
  1, 0.1, -0.1, 5, 0, -3, 38, 11, -3
- CC(C)CCN1CCN(Cc2coc3ccccc3c2=O)CC1CCO (configuration not stated)
  -1, -2.0, 0.0, -1, 2, 2, 11, 0, -5
- CC(=O)Oc1ccc(NC(=O)CSc2ccccc2)cc1
  1, 2.3, 0.1, 1, -3, 2, 6, 2, -12
- S=c1[nH]nc(CNc2ccc(Cl)cc2)n1Cc1ccccc1
  6, 3.1, 0.1, -5, 9, 0, -11, -3, -1
- CC(C)(C)C(=O)COC(=O)c1cc(-c2cccnc2)nc2ccccc12
  2, 0.3, -0.1, 0, 4, 0, -11, -5, 0
- CCOC(=O)C1CCN(C(=O)c2cc(OCC)c(OCC)c(OCC)c2)CC1
  -5, -0.2, 0.3, -3, 7, 2, 3, -8, 1
- COc1cccc(Sc2ccccc2CN(C)C)c1
  8, 1.7, 0.0, 2, -5, -3, -6, -5, 1
- O=C(CCCN1C(=O)c2ccccc2C1=O)NCCN1C(=O)S/C(=C\c2cccs2)C1=O
  8, 1.7, 0.1, -2, 2, -5, -2, 7, -4
